Compound activity deposited in PubChem BioAssay by Vanderbilt High Throughput Screening Facility.
GluA2 TARP mod: GluA2-stargazin AMPA receptor complex modulation; O88602+P19491; HEK293 GluA2+stargazin, membrane potential dye (FDSS), glutamate EC50; hits were called plate by plate, in both directions; calls only at 30 µM; 40,000 tested, 3.5% active; AID 1259245;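 active = any of four per-well response measures lying three or more SD from its plate-wide compound average, in either direction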
Target sequence (O88602 whole entry, looked up): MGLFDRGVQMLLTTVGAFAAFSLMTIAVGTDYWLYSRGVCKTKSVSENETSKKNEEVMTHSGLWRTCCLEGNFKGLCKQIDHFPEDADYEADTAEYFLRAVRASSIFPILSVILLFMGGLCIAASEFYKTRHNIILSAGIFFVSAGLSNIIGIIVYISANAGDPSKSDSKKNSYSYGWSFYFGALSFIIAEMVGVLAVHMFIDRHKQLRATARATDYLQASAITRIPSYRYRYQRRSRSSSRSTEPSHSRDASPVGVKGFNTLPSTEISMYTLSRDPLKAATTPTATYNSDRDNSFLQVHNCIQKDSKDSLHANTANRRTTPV
Target sequence (P19491 whole entry, looked up): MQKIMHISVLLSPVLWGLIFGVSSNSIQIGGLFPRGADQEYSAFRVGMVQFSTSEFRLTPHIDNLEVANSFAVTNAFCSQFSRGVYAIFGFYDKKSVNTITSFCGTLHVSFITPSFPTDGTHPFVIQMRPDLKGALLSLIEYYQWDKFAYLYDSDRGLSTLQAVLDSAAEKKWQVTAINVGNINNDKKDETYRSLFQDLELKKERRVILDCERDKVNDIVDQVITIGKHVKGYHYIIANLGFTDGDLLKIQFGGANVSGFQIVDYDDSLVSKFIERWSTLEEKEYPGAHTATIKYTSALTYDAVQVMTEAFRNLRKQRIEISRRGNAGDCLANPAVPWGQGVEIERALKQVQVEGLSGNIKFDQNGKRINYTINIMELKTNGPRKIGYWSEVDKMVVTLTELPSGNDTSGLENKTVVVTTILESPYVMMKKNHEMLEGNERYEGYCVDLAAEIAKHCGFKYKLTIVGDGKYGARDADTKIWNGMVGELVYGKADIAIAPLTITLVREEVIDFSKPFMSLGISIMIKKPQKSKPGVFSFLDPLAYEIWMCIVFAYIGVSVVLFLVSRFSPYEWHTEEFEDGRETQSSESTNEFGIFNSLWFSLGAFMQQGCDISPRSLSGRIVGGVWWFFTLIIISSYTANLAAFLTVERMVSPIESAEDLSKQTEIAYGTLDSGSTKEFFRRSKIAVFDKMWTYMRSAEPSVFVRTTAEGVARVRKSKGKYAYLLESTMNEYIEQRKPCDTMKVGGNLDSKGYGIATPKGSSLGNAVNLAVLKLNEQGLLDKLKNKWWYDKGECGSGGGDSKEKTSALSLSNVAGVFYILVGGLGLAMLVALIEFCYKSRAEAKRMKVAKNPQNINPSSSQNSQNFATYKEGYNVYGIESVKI
GluA2 TARP mod agonism max-min: recorded beside GluA2 TARP mod, whose call it bears; compound max-min signal; compound-alone response (agonism);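 unitless range of fluorescence divided by baseline over first 100 seconds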
GluA2 TARP mod glutamate slope: further read-out of GluA2 TARP mod, marked with its call; glutamate slope, % of max; measured here: glutamate response slope, % max;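 scaled per plate between vehicle wells and maximal 1 mM glutamate control wells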
* = called active by the depositor; i = inactive; + = active, no number. Only part of the results is shown. The share of hits here may be higher or lower than overall.

SMILES | GluA2 TARP mod | GluA2 TARP mod agonism max-min | GluA2 TARP mod glutamate slope
CC(=O)Cn1c(=O)c2c(nc3n2CCN3c2ccc(C)cc2C)n(C)c1=O | i | 0.0855 | 60.9
COc1ccc(CNC(=O)c2nn(-c3ccc(F)cc3)cc2OC)cc1 | i | 0.091 | 58.0
CCCCN(C(=O)c1cc(Cl)ccc1Cl)C1CCS(=O)(=O)C1 (stereo not drawn) | i | 0.0495 | 52.0
CCCn1c(=O)c2c(nc3oc(-c4ccccc4)cn32)n(C)c1=O | i | 0.107 | 61.3
O=C(O)CC1C(=O)NCCN1Cc1cccc(C(F)(F)F)c1 (stereo not drawn) | i | 0.044 | 53.8
O=C(NC1CC1)N1CCC(c2ccccc2)C1 (stereo not drawn) | i | 0.0961 | 59.7
COc1ccc(-n2nnc3c(N4CCN(C(=O)c5cccc(Cl)c5)CC4)ncnc32)cc1 | i | 0.135 | 68.3
CC(C)n1c(C2CC(=O)N(C(C)(C)C)C2)nc2ccccc21 (stereo not drawn) | i | 0.0463 | 40.2
CCNC(=O)C1Cc2ccccc2N1C(=O)Cc1cccc2ccccc12 (stereo not drawn) | i | 0.0434 | 56.9
Cc1c(Cl)cccc1S(=O)(=O)N1CCN(Cc2ccsc2)CC1 | i | 0.102 | 69.5
CCCc1ccc(C(=O)NCC2CCN(C(=O)OC)CC2)cc1 | i | 0.102 | 63.1
COC(=O)c1ccc(NC(=O)C2CN(C(C)=O)C2)cc1 | i | 0.1 | 48.4
COc1cccc(OC)c1C(=O)Nc1ccc(C)c(N2CCCCC2=O)c1 | i | 0.0922 | 56.5
COc1ccccc1OCC(=O)Nc1ccc(-c2nnc(C)o2)cc1 | i | 0.116 | 51.7
COc1cc(C)c(S(=O)(=O)NCCc2ccccc2)cc1C | i | 0.0959 | 62.7
Cn1c(=O)c2c(nc(N3CCN(c4ccccc4)CC3)n2CCCc2ccccc2)n(C)c1=O | i | 0.063 | 34.1
COc1cccc(-c2nnc3ccc(OCCNC(=O)CC4CCCCC4)nn23)c1 | i | 0.0682 | 73.0
O=C(Cn1nc(-c2ccco2)c2sc(N3CCCCC3)nc2c1=O)NCCc1ccccc1 | i | 0.0308 | 50.9
Cc1ccc(C)c(NC(=O)CSC2=NC3(CCCCC3)Nc3ccccc32)c1 | i | 0.0762 | 64.7
Cc1cc(OCC(O)CN2CCCCC2C)cc(C)c1Cl (stereo not drawn) | i | 0.0929 | 56.3
CCOC(=O)Nc1ccc2c(c1)CCCN2C(=O)C(C)C | i | 0.0534 | 33.9
COc1ccc(OC)c(-c2cc(C(=O)NCC#CCN3CCc4ccccc4C3)n(C)n2)c1 | i | 0.0778 | 46.2
CC(O)(CNC(=O)C(=O)Nc1ccc(F)cc1F)C1CC1 (stereo not drawn) | i | 0.11 | 63.7
CCCS(=O)(=O)N1CCCc2cc(NS(=O)(=O)c3cc(C)ccc3OCC)ccc21 | i | 0.0976 | 60.9
O=C(NC1CC1)c1nn(-c2ccc(F)cc2)cc1OCc1ccccc1 | i | 0.0395 | 50.7

Compound profiles, as listed above. Order of screens: GluA2 TARP mod	GluA2 TARP mod agonism max-min	GluA2 TARP mod glutamate slope
Shown for COc1ccccc1OCC(=O)Nc1ccc(-c2nnc(C)o2)cc1 = i	0.116	51.7
Shown for COc1cccc(-c2nnc3ccc(OCCNC(=O)CC4CCCCC4)nn23)c1 = i	0.0682	73.0
Shown for COc1cccc(OC)c1C(=O)Nc1ccc(C)c(N2CCCCC2=O)c1 = i	0.0922	56.5
Shown for CCCn1c(=O)c2c(nc3oc(-c4ccccc4)cn32)n(C)c1=O = i	0.107	61.3
Shown for CCCS(=O)(=O)N1CCCc2cc(NS(=O)(=O)c3cc(C)ccc3OCC)ccc21 = i	0.0976	60.9

The listing picks up, starting five compounds before the break.
SMILES | GluA2 TARP mod | GluA2 TARP mod agonism max-min | GluA2 TARP mod glutamate slope
CCOC(=O)Nc1ccc2c(c1)CCCN2C(=O)C(C)C | i | 0.0534 | 33.9
COc1ccc(OC)c(-c2cc(C(=O)NCC#CCN3CCc4ccccc4C3)n(C)n2)c1 | i | 0.0778 | 46.2
CC(O)(CNC(=O)C(=O)Nc1ccc(F)cc1F)C1CC1 (stereo not drawn) | i | 0.11 | 63.7
CCCS(=O)(=O)N1CCCc2cc(NS(=O)(=O)c3cc(C)ccc3OCC)ccc21 | i | 0.0976 | 60.9
O=C(NC1CC1)c1nn(-c2ccc(F)cc2)cc1OCc1ccccc1 | i | 0.0395 | 50.7
COc1ccc(CC(=O)NCC(c2cccs2)N(C)C)cc1OC (stereo not drawn) | i | 0.0503 | 58.1
Nc1c(C(=O)N2CCCC2)nsc1C(=O)NCCc1ccccc1 | i | 0.0457 | 61.0
CNc1oc(-c2ccc(S(=O)(=O)N(C)Cc3ccccc3)cc2)nc1C#N | i | 0.114 | 73.0
NC(=O)c1ccccc1NC(=O)c1cccc(C(=O)Nc2ccccc2C(N)=O)n1 | i | 0.083 | 19.1
COc1ccc(S(=O)(=O)CC(=O)Nc2ccc(O)c(-c3nc4ccccc4s3)c2)cc1 | i | 0.027 | 27.1
O=C(NCC1(c2cccs2)CCOCC1)c1ccsc1 | i | 0.0753 | 30.3
COc1ccc(CC(=O)Nc2ccc3c(c2)CCCN3C(=O)c2ccccc2)cc1 | i | 0.143 | 62.5
CCOc1ccc(S(=O)(=O)N2CCCC(C)C2)c2ccccc12 (stereo not drawn) | i | 0.0623 | 63.7
O=C(Nc1cccc(N2CCCS2(=O)=O)c1)c1c(F)cccc1Cl | i | 0.0382 | 29.6
Cc1c(C(=O)N(C)C2CCS(=O)(=O)C2)nnn1-c1ccccc1F (stereo not drawn) | i | 0.12 | 62.5
COc1cc(S(=O)(=O)N2CCN(c3cccc(C(F)(F)F)c3)CC2)c(C)cc1C | i | 0.0726 | 52.1
COc1ccc(CCNC(=O)Nc2ccc3c(c2)CCC(=O)N3)cc1 | i | 0.0776 | 60.8
Cc1ccc(-n2nnc3c(N4CCN(C(=O)Cc5ccc(Cl)cc5)CC4)ncnc32)cc1 | i | 0.0377 | 54.3
O=C(NCCC(O)c1ccco1)C(=O)NCc1ccc(F)cc1 (stereo not drawn) | i | 0.154 | 47.1
Cc1ccc([N+](=O)[O-])cc1S(=O)(=O)Nc1ccc(-c2ccc(=O)n(C)n2)cc1 | i | 0.0893 | 62.0
Cn1c(=O)[nH]c(=O)c2c1nc1n2CC(O)CN1c1cccc2ccccc12 (stereo not drawn) | i | 0.11 | 59.0
COc1cccc(C2=NN(C(=O)c3ccco3)C(c3cccc([N+](=O)[O-])c3)C2)c1 (stereo not drawn) | i | 0.106 | 53.8
CCOC(=O)Cn1c(=NC(=O)c2cc(C)no2)sc2cccc(F)c21 | i | 0.076 | 55.0
COc1cc(N2CCN(C(=O)Nc3ccc(OC)c(OC)c3)CC2)nc(OC)n1 | i | 0.131 | 58.4
Cc1ccc(S(=O)(=O)Nc2ccc(-c3ccc(NS(=O)(=O)c4ccc(C)cc4)cc3)cc2)cc1 | i | 0.11 | 47.9
Cc1cc(C(=O)N2CC(C(=O)NCc3ccc(S(N)(=O)=O)cc3)C2)no1 | i | 0.0995 | 49.7
Cc1cc(O)c(C(c2ccccc2Cl)c2c(O)cc(C)n(C)c2=O)c(=O)n1C | i | 0.0546 | 61.8
Cn1c(=O)[nH]c(=O)c2c1nc(N1CCN(CC(N)=O)CC1)n2CCCc1ccccc1 | + | 0.156* | 48.1*
COc1cccc2cc(C(=O)NCC(O)c3cccn3C)oc12 (stereo not drawn) | i | 0.107 | 67.6
COc1cccc(OCC(=O)Nc2ccc3c(c2)N(C(=O)C2CC2)CC3)c1 | i | 0.118 | 57.5
Next compounds.
SMILES | GluA2 TARP mod | GluA2 TARP mod agonism max-min | GluA2 TARP mod glutamate slope
COc1cc(-c2ccc(=O)n(CC(=O)NCc3ccc(C)cc3)n2)cc(OC)c1OC | i | 0.0812 | 89.9
COc1ccc(C(C)C)cc1S(=O)(=O)N1CCCCCC1 | i | 0.0993 | 61.5
CCN(CC)CCNC(=O)Nc1c[nH]c2ccccc12 | i | 0.0523 | 69.5
NC(=O)C1CCN(S(=O)(=O)c2ccc(C(=O)Nc3nccs3)o2)CC1 | i | 0.12 | 59.2
CSc1ccccc1NC(=O)C(=O)NCc1nnc(C)o1 | i | 0.102 | 45.6
O=C(NCC#CCN1CCc2ccccc2C1)Nc1ccccc1C(F)(F)F | i | 0.0515 | 50.8
Cc1ccc(C(=O)Nc2ccc(Cl)cc2Cl)cc1I | i | 0.0484 | 47.6
CCc1ccc(S(=O)(=O)N2CCN(c3cccc(Cl)c3)CC2)cc1 | i | 0.0714 | 58.9
O=C(Cc1cc(-c2ccc(F)cc2)on1)Nc1cccnc1 | i | 0.102 | 48.8
CCc1ccc(OCC(O)CNC(C)(C)C)cc1 (stereo not drawn) | i | 0.0764 | 52.7
CCn1c(C2CC(=O)N(Cc3ccccc3)C2)nc2ccccc21 (stereo not drawn) | i | 0.0446 | 39.7
COc1cccc(-c2ccc(=O)n(CCCC(=O)Nc3cc(Cl)cc(Cl)c3)n2)c1 | i | 0.0538 | 42.2
COc1ccc(-n2nnc3c(N4CCN(C(=O)c5cccc6ccccc56)CC4)ncnc32)cc1 | + | 0.282* | 65.8*
O=S(=O)(CCCOc1ccc(F)cc1)NCCc1ccc(Cl)cc1 | i | 0.182 | 60.4
N#Cc1nc(-c2ccc(S(=O)(=O)N3CCCCCC3)cc2)oc1N1CCN(c2ccccc2)CC1 | i | 0.149 | 74.7
Cc1c(Cl)ccc2sc(NC(=O)C3CCCN3S(C)(=O)=O)nc12 (stereo not drawn) | i | 0.174 | 52.6
Cc1csc(NC(=O)CSc2nc(=O)n(CCCO)c3c2CCCC3)n1 | i | 0.0575 | 58.4
O=C(c1ccc2c(=O)n(Cc3ccccc3Cl)c(=S)[nH]c2c1)N1CCOCC1 | i | 0.131 | 59.1
Cc1ccc(NC(=O)Cn2nc(-c3ccco3)c3sc(N4CCOCC4)nc3c2=O)c(C)c1 | + | 0.131* | 56.8*
O=C(Nc1ccc(S(=O)(=O)N2CCN(c3cnccn3)CC2)cc1)c1ccc(F)c(F)c1 | i | 0.16 | 52.6
Cc1ccc(-n2nnc3c(N4CCN(C(=O)Cc5cccc6ccccc56)CC4)ncnc32)cc1 | i | 0.0279 | 56.8
O=C(Nc1ccc(-c2ccc(N3CCCCC3)nn2)cc1)Nc1cccs1 | i | 0.0913 | 46.2
Cc1nnsc1C(=O)N1CCC(CNC(=O)C(=O)NCc2ccc3c(c2)OCO3)CC1 | i | 0.0997 | 57.1
Cc1cc(-c2nnc(SCC(=O)N(C)Cc3c(F)cccc3Cl)o2)c(C)o1 | i | 0.0823 | 60.4
N#C/C(=C\c1ccnc2ccccc12)c1nc(-c2ccc(F)cc2)cs1 | i | 0.119 | 65.3
Additional structures:
SMILES | GluA2 TARP mod | GluA2 TARP mod agonism max-min | GluA2 TARP mod glutamate slope
CSCCC(C)(O)CNC(=O)COc1ccccc1F (stereo not drawn) | i | 0.0618 | 56.5
Cc1ccc(NC(=O)Cn2nc3c(=O)n(-c4ccc(Br)cc4)ccn3c2=O)cc1 | i | 0.101 | 79.3
CC(C)c1nnc(C2CCN(C(=O)c3cc(-c4ccco4)[nH]n3)CC2)o1 | i | 0.0809 | 57.4
CCOc1ccccc1C(=O)N1CCN(c2ncnc3c2nnn3-c2ccc(OC)cc2)CC1 | + | 0.225* | 68.8*
COc1cc(/C=C2\SC(=S)N(c3ccccc3)C2=O)ccc1OCC(=O)N1CCOCC1 | i | 0.0771 | 19.5
CCOc1ccc(C(=O)Nc2c3c(nn2C)CCC3)cc1 | i | 0.075 | 51.8
Cc1cc(C)n(CCN2CCN(C(=O)c3ccc(Cl)s3)CC2)n1 | i | 0.119 | 59.5
CCOCCn1c(=O)c2c(nc3n(-c4cc(C)cc(C)c4)c(C)cn23)n(C)c1=O | i | 0.067 | 23.8
Cc1cc(NC(=O)COc2ccc(Cl)cc2Cl)n(C2CCS(=O)(=O)C2)n1 (stereo not drawn) | i | 0.0345 | 44.6
O=C(NCC1(c2cccs2)CCOCC1)c1cc(=O)c2ccccc2o1 | i | 0.0897 | 41.0
O=C(Nc1cccs1)N1CCN(c2ccc3nncn3n2)CC1 | i | 0.102 | 39.8
N#Cc1ccccc1NC(=O)C(=O)NCC1CCN(C(=O)c2ccccc2F)CC1 | i | 0.0812 | 59.5
N#Cc1nc(-c2ccc(S(=O)(=O)N3CCCCCC3)cc2)oc1NCc1ccco1 | i | 0.12 | 56.9
CCC(CC)C(=O)Nn1cnc2c(cnn2-c2ccccc2)c1=O | i | 0.0238 | 57.6
COc1cc(NC(=O)COc2ccccc2)ccc1N1CCCCC1=O | i | 0.0426 | 42.3
COc1ccc(C2C(C#N)=C(N)Oc3cc(C)n(Cc4cccs4)c(=O)c32)cc1OC (stereo not drawn) | i | 0.0708 | 59.2
CCNc1nn(CC(=O)Nc2c(C)cc(C)cc2C)c(N)c1-c1nc(-c2ccc(Cl)cc2)no1 | i | 0.105 | 56.0
CS(=O)(=O)N1CCN(C(=O)CCn2nnc3ccccc3c2=O)CC1 | i | 0.105 | 49.9
COc1cc2nc(NC(=O)c3cccc(S(=O)(=O)C(C)C)c3)sc2cc1OC | i | 0.0779 | 49.5
Nn1c(-c2ccncc2)nn2c(=O)c3ccccc3nc12 | i | 0.0644 | 79.8
COc1ccc(Cl)cc1NC(=O)C(=O)Nc1ccc2c(c1)OCO2 | i | 0.103 | 52.8
O=C(CCCn1c(=O)[nH]c2ccccc2c1=O)NCCSCc1ccccc1 | i | 0.111 | 54.9
COc1cccc2cc(-c3nnc(NC(=O)/C=C/c4ccccc4)o3)oc12 | i | 0.0677 | 37.2
CCOc1ccccc1NC(=O)Nc1ccc2c(c1)CN(C(=O)c1ccccc1)CC2 | i | 0.0949 | 49.7
COc1cn(CC(=O)Nc2ccc(OC(F)(F)F)cc2)c(CSc2nc(C)cc(C)n2)cc1=O | i | 0.0552 | 57.4
